High-throughput results (PubChem BioAssay)
CatB mix inh = human cathepsin B inhibition by mixtures; 62,000 tested, 0.06% active; P07858; inhibition, %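 (ten-compound pools at 5 µM per compound and 50 µM total)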; Purified cathepsin B, AMC dipeptide fluorescence, compound mixtures; in the data active = inhibition above about 22%, passing the limit was not always enough;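 also: 0% = enzyme without compound and 100% = no enzyme blank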
DUSP1 inh = blocks human MKP-1 phosphatase activity. P28562. 65,000 tested, 0.15% active. AID 374. inhibition, %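 (compounds tested at a single concentration somewhere between 10 and 100 µM)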. recombinant MKP-1, OMFP hydrolysis fluorescence;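 active = inhibition above about 50%, limit read from the data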;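 also: 0% = DMSO max control wells and 100% = wells with enzyme stopped by NaOH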
Hsp90 block = displaces geldanamycin probe from tumor Hsp90. inhibition, % at 30 µM. 64,000 tested, 0.35% active. AID 429. NCI-N417 lysate Hsp90, Cy3B-geldanamycin FP displacement;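 active = inhibition above 50%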;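 also: 0% = tracer plus lysate wells and 100% = tracer alone without lysate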
Cdc25B inh = human M-phase inducer phosphatase 2 inhibition | P30305 | recombinant Cdc25B, OMFP fluorescence Ex485/Em525 | inhibition, %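 (compounds tested at 10 µM final in the well)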 | 65,000 tested, 0.1% active | AID 368; in the data active = inhibition above about 50%
Target sequence (P30305 whole entry, looked up): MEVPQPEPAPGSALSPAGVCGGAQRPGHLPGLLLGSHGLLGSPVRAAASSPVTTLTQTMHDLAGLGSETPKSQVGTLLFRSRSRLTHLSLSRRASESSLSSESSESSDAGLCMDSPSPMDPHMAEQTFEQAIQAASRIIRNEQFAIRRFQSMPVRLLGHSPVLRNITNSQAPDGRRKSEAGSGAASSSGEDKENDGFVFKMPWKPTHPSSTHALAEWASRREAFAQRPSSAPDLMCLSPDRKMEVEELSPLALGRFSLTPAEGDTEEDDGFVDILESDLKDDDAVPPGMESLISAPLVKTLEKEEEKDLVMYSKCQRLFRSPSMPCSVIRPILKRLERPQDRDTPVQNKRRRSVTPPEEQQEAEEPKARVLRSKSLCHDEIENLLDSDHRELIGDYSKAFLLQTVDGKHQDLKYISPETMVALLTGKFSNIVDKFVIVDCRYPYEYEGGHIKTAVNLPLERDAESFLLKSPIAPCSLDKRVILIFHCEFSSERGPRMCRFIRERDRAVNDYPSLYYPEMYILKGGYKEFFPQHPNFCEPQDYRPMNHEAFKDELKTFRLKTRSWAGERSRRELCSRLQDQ
CatB block = inhibitors of human cathepsin B | 63,000 tested, 0.1% active | purified cathepsin B, fluorogenic substrate, fluorescence | inhibition, %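 (tested at 10 µM)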 | P07858; in the data active = inhibition above about 21%;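 also: 0% = enzyme with no compound and 100% = no enzyme blank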
Ecoli tolC = growth inhibitors of E. coli BW25113 tolC mutant; OD615; growth inhibition, % at 10 µM (by protocol); 65,000 tested, 2.2% active;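 active = growth inhibition at or above a cutoff equal to the mean over every tested compound plus 3 SD, cut at about 60% in these data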;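 also: growth measured after 20 h incubation at 37 °C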
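Material: E. coli BW25113 ΔtolC::kan, tolC deletion mutant strain. Measure: percent growth inhibition. Schedule: 37 °C, 20 h exposure. Doses: single-point testing at 10 µM. Signal: A615 absorbance measurement. Buffer or medium: kanamycin-containing LB broth (50 µg/mL).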
D1 mod = D1 dopamine receptor (human) allosteric modulation; P21728; HEK293 D1, CRE-luciferase, dopamine EC30 potentiation; actives deviate in either direction; B-score at 10 µM; 58,000 tested, 5.9% active; AID 641;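 active = luminescence count or its row- and column-corrected plate score outside the 99.7% band of the plate's sample wells, on either side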
Target sequence (P21728 whole entry, looked up): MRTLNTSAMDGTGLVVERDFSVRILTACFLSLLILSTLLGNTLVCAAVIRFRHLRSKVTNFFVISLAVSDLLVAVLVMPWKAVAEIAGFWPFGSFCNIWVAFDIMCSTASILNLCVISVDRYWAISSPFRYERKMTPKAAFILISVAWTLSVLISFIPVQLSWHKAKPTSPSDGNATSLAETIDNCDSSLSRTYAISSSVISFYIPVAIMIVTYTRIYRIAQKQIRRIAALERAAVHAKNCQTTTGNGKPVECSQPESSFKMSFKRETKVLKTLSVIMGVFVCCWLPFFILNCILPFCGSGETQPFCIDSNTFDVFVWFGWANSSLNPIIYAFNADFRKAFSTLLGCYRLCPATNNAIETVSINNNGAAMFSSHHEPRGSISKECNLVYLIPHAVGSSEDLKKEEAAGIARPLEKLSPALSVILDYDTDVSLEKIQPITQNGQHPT
Ec RNAP inh = blocks E. coli RNA polymerase transcription; inhibition, %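 (tested at 10 µM)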; fluorescence transcription assay; 62,000 tested, 0.2% active; in the data active = inhibition above about 20%;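 also: 0% = enzyme without compound and 100% = no enzyme blank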
AP complement = alternative pathway complement inhibition, orthogonal assay | Human serum alternative complement pathway, LPS-coated ELISA, C3 deposition; tested in compound mixtures | inhibition, % at 5 µM | 62,000 tested, 0.08% active;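 active = inhibition above 30% in each of the two pooled mixtures holding the compound, so the lower value exceeds 30%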;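 also: 0% = serum in Mg-EGTA without compound and 100% = EDTA serum blank; some compounds past the cut are filed as inactive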
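Test system: human serum alternative complement pathway, C3 deposition on LPS-coated wells; also added: Plate-bound LPS; doses: 5 µM per compound in ten-compound mixtures; schedule: 1 h at 37 °C; detection: Anti-C3 ELISA, OD 450 nm; evaluation: percent inhibition of C3 deposition onto LPS; repeats: two pool placements per compound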
An asterisk follows results filed as active; · = no result given. Compounds as they come, and some 7.6% of all compounds hit somewhere here.

SMILES | CatB mix inh | DUSP1 inh | Hsp90 block | Cdc25B inh | CatB block | Ecoli tolC | D1 mod | Ec RNAP inh | AP complement
CC(=O)Nc1ccc(S(=O)(=O)N2C3CCCC2CC(NC(=O)C2CCCCC2)C3)cc1 (stereo not drawn) | 7 | 2 | -2 | -3 | -1 | -26 | 0.31 | 4 | 14
O=C(CNC(=O)c1ccccc1)NCCc1nc2ccccc2[nH]1 | 2 | -21 | -2 | 1 | 0 | -6 | -0.25 | 3 | -6
Cc1cccc(N=C2NC(=O)CS2)c1 | -4 | 0 | -3 | -4 | 9 | -5 | 0.42 | 4 | -3
CCOC(=O)c1c(CN(CC)CC)oc2cc(Br)c(O)cc12 | -4 | 10 | -5 | -4 | 2 | 1 | 2.5 | -2 | 5
Nc1nc2nonc2nc1N1CCCCC1 | 2 | -25 | 3 | 6 | 5 | -18 | -0.024 | 5 | 9
COc1ccc(S(=O)(=O)NCC2CCC(C(=O)NCc3ccco3)CC2)cc1 (stereo not drawn) | 0 | -5 | -3 | -6 | 5 | -11 | 0.022 | 2 | 10
CCOC(=O)C(C(=O)Nc1nccs1)C1CCCCC1 (stereo not drawn) | -1 | -6 | 1 | -10 | 0 | -7 | -0.22 | 1 | 9
CC1CCN(S(=O)(=O)c2ccc3ncn(CC(=O)N(C)Cc4ccccc4)c(=O)c3c2)CC1 | -2 | 38 | -6 | -13 | 0 | 11 | 1.2 | -5 | 25
Cc1ccc(-c2nc(CSCC(=O)N3CCN(c4ccccn4)CC3)c(C)o2)cc1 | 6 | 7 | -1 | -14 | 8 | 12 | -2.9 | 6 | 3
CCOC(=O)c1ccc(NS(=O)(=O)c2ccc3[nH]c(=O)[nH]c3c2)cc1 | -6 | 21 | -14 | -2 | 2 | 0 | · | 10 | -8
O=S(=O)(c1ccccc1)N(CC(O)CN1CCCCC1)c1ccccc1 (stereo not drawn) | -1 | -13 | 0 | -4 | 1 | 14 | · | -5 | -5
O=C(O)C(c1ccccc1)N1CCCC1 (stereo not drawn) | -2 | -1 | 3 | -4 | 2 | -33 | -0.72 | 0 | 5
CC1CCN(CCNC(=O)CCS(=O)(=O)c2ccc(Br)cc2)CC1 | 0 | -2 | -2 | -14 | -4 | -4 | 0.3 | 2 | 5
Cc1cc(NC(=O)COC(=O)c2ccc(S(=O)(=O)N3CCCc4ccccc43)cc2)no1 | 6 | 4 | 1 | 2 | 1 | 49 | 0.02 | · | 19
COc1cccc2cc(-c3nnc(SCC(=O)Nc4nc(C)cs4)n3C)oc12 | -1 | 34 | -1 | -10 | 2 | -7 | -0.31 | -1 | 0

An excerpt from above with just Ec RNAP inh.
canonical_smiles | Ec RNAP inh
CC(=O)Nc1ccc(S(=O)(=O)N2C3CCCC2CC(NC(=O)C2CCCCC2)C3)cc1 (stereo not drawn) | 4
O=C(CNC(=O)c1ccccc1)NCCc1nc2ccccc2[nH]1 | 3

Other entries
SMILES | CatB mix inh | DUSP1 inh | Hsp90 block | Cdc25B inh | CatB block | Ecoli tolC | D1 mod | Ec RNAP inh | AP complement
COC(=O)c1sc(S(=O)(=O)N2CCN(c3ccccc3)CC2)c(C(=O)OC)c1C | 7 | -5 | -1 | 2 | -11 | 17 | · | 8 | 6
Cc1nc2ccc(S(=O)(=O)NC(C(=O)NCc3ccco3)C(C)C)cc2s1 (stereo not drawn) | 11 | 13 | -3 | 60* | 0 | -7 | -0.18 | 1 | 18
CCOC(=O)Cn1c(C(=O)OCC)cc2sccc21 | 2 | 14 | -2 | 0 | 1 | 19 | 2.8 | 0 | 11
Cc1nn(-c2ccccc2C(=O)O)c(=O)c2ccccc12 | 2 | 3 | -2 | -11 | -4 | -12 | 0.11 | 6 | 11
COC(=O)c1ccc(Cn2c(O)c(N=O)c3ccccc32)o1 | · | -15 | -6 | -30 | 9 | 14 | · | -8 | ·
Cc1nc2ccccn2c1/C(O)=C1\C(=O)C(=O)N(CCN2CCOCC2)C1c1ccncc1 (stereo not drawn) | 4 | -1 | -5 | 2 | 2 | -29 | -0.09 | 3 | 12
COc1ccc2cc(CCNC(=O)CC(C)(C)C)c(=O)[nH]c2c1 | · | 21 | -3 | -7 | · | -13 | 0.019 | · | ·
CCCCCc1c(C)nc(SCC(=O)O)[nH]c1=O | 9 | 5 | 0 | -16 | 11 | -6 | -0.21 | -8 | 3
CCCCOC(=O)c1[nH]c2c(c1C)C(=O)CC(c1cc(OC)c(OC)c(OC)c1)C2 (stereo not drawn) | 8 | 7 | -3 | -18 | -1 | 10 | -3.4* | 8 | 5
CC(OC(=O)C1CCN(S(=O)(=O)c2ccccc2)CC1)C(=O)Nc1ncc(Cl)cc1Cl (stereo not drawn) | 7 | -3 | -1 | -10 | 1 | -2 | -0.51 | 4 | 19
N#CNC1=NCN(Cc2ccccc2)CN1 | 6 | -2 | -2 | 2 | 5 | -1 | 1 | 3 | -8
CCOC(=O)c1oc2cc(O)cc(C)c2c(=O)c1-c1cscn1 | · | -19 | -2 | 9 | -1 | 7 | 3.4 | 3 | ·
CCOC(=O)Cc1csc(NC(=O)CCNS(=O)(=O)c2ccc3c(c2)CCC(=O)N3)n1 | 6 | -1 | -4 | 11 | -1 | -26 | 0.88 | 6 | 16
CCOC(=O)N1CCN(C(=O)CCNS(=O)(=O)c2cc(Br)cnc2N)CC1 | 4 | 12 | -4 | -1 | 5 | -13 | 0.0087 | 3 | 17
CCCC(=O)N(C)c1nnc(-c2ccc(OC)cc2)s1 | -1 | 6 | 2 | -5 | -3 | -3 | 0.44 | -11 | 19

Full records, looked up by structure.
CCOC(=O)C(C(=O)Nc1nccs1)C1CCCCC1 (stereo not drawn) across the screens: CatB mix inh: -1; DUSP1 inh: -6; Hsp90 block: 1; Cdc25B inh: -10; CatB block: 0; Ecoli tolC: -7; D1 mod: -0.22; Ec RNAP inh: 1; AP complement: 9
COc1ccc2cc(CCNC(=O)CC(C)(C)C)c(=O)[nH]c2c1 across the screens: CatB mix inh: ·; DUSP1 inh: 21; Hsp90 block: -3; Cdc25B inh: -7; CatB block: ·; Ecoli tolC: -13; D1 mod: 0.019; Ec RNAP inh: ·; AP complement: ·

Going on with the list.
SMILES | CatB mix inh | DUSP1 inh | Hsp90 block | Cdc25B inh | CatB block | Ecoli tolC | D1 mod | Ec RNAP inh | AP complement
CCc1ccc2[nH]c(=O)c(C(c3nnnn3CCOC)N3CCN(c4ccccc4F)CC3)cc2c1 (stereo not drawn) | 5 | 34 | -4 | 10 | -1 | 5 | 0.68 | 6 | 11
O=C(CCC(=O)Nc1nnc(C2CCCCC2)s1)NCc1cccs1 | -3 | -7 | -1 | -1 | 4 | -1 | 3.8* | · | 6
O=C(CN(Cc1ccc2c(c1)OCO2)C(=O)c1cnsn1)NC1CCCC1 | 3 | -31 | -3 | -6 | 0 | -23 | -0.5 | 10 | 9
O=C(Nc1nnc(-c2cccs2)o1)c1ccco1 | 3 | 1 | 0 | -5 | 1 | -1 | -0.0084 | 9 | -5
COCCn1nnnc1C(c1ccc(OC)cc1OC)N1CCN(c2ccccc2)CC1 (stereo not drawn) | -2 | 31 | -5 | -18 | 3 | 1 | -0.71 | 1 | 6
COc1ccccc1CNC(=O)C(CCSC)NS(=O)(=O)c1ccc2c(c1)oc(=O)n2C (stereo not drawn) | 3 | 8 | 0 | -4 | 2 | -8 | -0.31 | 6 | 7
COc1ccc(CC(NC(C)=O)C(=O)NC2CCN(c3nc(C)cc(C)c3C#N)CC2)c(OC)c1 (stereo not drawn) | 7 | 8 | 0 | -7 | 3 | -9 | 0.91 | 0 | -8
COc1cccc(NC(=O)Cn2c(=O)oc3ccccc32)c1 | 1 | -7 | -5 | 3 | 0 | -5 | -1.1 | -3 | 11
O=C(CCCCCNS(=O)(=O)c1ccc(Br)cc1)NCCN1CCOCC1 | 2 | 22 | -7 | -7 | 6 | -4 | -0.67 | 4 | 13
CCC(=O)N/C(N)=N/c1nc(C)c2cc(OC)ccc2n1 | 2 | 1 | 0 | -5 | 1 | 7 | -0.38 | 1 | -1
CC1(C)CC(=O)C=C(Nc2ccccc2F)C1 | 2 | -1 | -1 | -4 | 1 | -15 | -0.11 | 0 | 13
CC1(C)CC(CC(=O)O)(c2ccccc2)CCO1 (stereo not drawn) | 3 | 3 | 0 | -5 | -5 | -23 | 0.1 | 1 | 22
O=C(CN1C(=O)CCS(=O)(=O)c2ccccc21)NCc1ccc(F)cc1 | -12 | 0 | 3 | -23 | 4 | 1 | 0.81 | 8 | -4
Cc1ccc(S(=O)(=O)Nc2ccc(Br)cc2/C=N/n2cnnc2)cc1 | -1 | 33 | -1 | 13 | -1 | 21 | · | 1 | -3
Cc1cnc(C(=O)Nc2ccc(-n3cnnn3)cc2)cn1 | -13 | 4 | -4 | -9 | 0 | -18 | 0.84 | 8 | 1
O=C(NCCC1=CCCCC1)C1CCN(S(=O)(=O)c2ccc(-n3cnnn3)cc2)CC1 | 4 | -19 | 2 | 10 | -4 | -6 | 1.8 | 4 | 4
CN(CCNC(=O)C1CCN(S(=O)(=O)c2cnc[nH]2)CC1)Cc1ccccc1 | -1 | -13 | -2 | 8 | 7 | -24 | -0.52 | 2 | 0
C=C(C)Cn1c(CCNC(=O)C(C)C)nc2ccccc21 | -6 | 1 | -1 | -7 | -2 | -9 | · | -1 | 4
COc1cc(=O)[nH]c(=O)n1CC(=O)c1ccccc1 | · | -15 | -2 | -18 | 1 | 11 | -0.049 | · | ·
O=C1CCCC(O)=C1C=NCCc1ccccc1 | 5 | 0 | -2 | 3 | 1 | -20 | -0.31 | 5 | 18
CCOc1ccc(NC(=O)c2nnn(CC(=O)Nc3ccccc3OC)c2N)cc1 | 4 | -3 | 0 | 11 | 1 | -6 | 0.19 | 5 | 14
Cn1c(=O)c2c(nc(CN3CCN(Cc4ccccc4)CC3)n2CCN2CCOCC2)n(C)c1=O | -5 | -13 | -5 | 1 | 0 | -9 | · | -3 | 0
CCC1Oc2ccccc2N(CC(=O)NCCCN2CCCCC2C)C1=O (stereo not drawn) | 3 | 4 | 0 | -2 | 4 | -8 | 0.83 | 8 | -1
O=C(COc1ccccc1)Nn1cnc2ccccc21 | 0 | -2 | -2 | 4 | 5 | -6 | -0.51 | 1 | 9
N#Cc1c(N)nc(SCc2ccccc2)c(C#N)c1-c1ccco1 | · | 26 | -6 | -16 | · | 2 | 4.2* | · | ·
COCCCNC(=O)CCc1nc(-c2ccccc2)no1 | -1 | 12 | -7 | -2 | 5 | -7 | -0.82 | 11 | 8
O=C(OCC(=O)N1CCN(C(=O)c2ccco2)CC1)c1sc2ccccc2c1Cl | 3 | 6 | · | -5 | 3 | 5 | 0.37 | 11 | 5
CC1CCCN(C(=O)c2cc3c(-c4ccc(Cl)cc4)nn(C)c3s2)C1 (stereo not drawn) | 4 | -5 | 1 | 1 | 1 | 7 | 0.26 | 5 | 12
COc1ccc(NC(=O)C(CCS(C)(=O)=O)NC(C)=O)cc1 (stereo not drawn) | 0 | 1 | 1 | -1 | 0 | -17 | 1.6 | 3 | 5
CCOC(=O)C1=C(C)NC2=C(C(=O)CC(C)(C)C2)C1c1cccc(C)n1 (stereo not drawn) | 7 | 9 | -2 | 4 | 0 | -11 | 0.81 | 2 | 11
O=C(O)CCCC(=O)Nc1nc(-c2ccccc2)cs1 | 3 | -20 | -2 | -2 | 1 | -24 | -0.56 | 11 | 0
OC(C#Cc1ccccn1)c1cccs1 (stereo not drawn) | 6 | -15 | -2 | 1 | 14 | -7 | -0.064 | 6 | 9
Cc1cc(NC(=O)CSc2cn(CCNC(=O)c3ccc(F)cc3)c3ccccc23)no1 | 1 | 13 | -4 | -14 | 4 | 40 | 0.55 | 9 | 4
CCN=C1SC(CC(=O)Nc2ccccc2)C(=O)N1CC (stereo not drawn) | -15 | -5 | 1 | -5 | 1 | -5 | 1.3 | -4 | 16
